From PubChem BioAssay
Nrf2 ARE act = Nrf2 pathway activation; AREc32 ARE-luciferase reporter (MCF7-derived line), luminescence, 24 h; Potency, µM (top dose mostly 46.1 µM), for inactives: at the top dose activation, most hits filed as activators; 410,000 tested, 0.31% active; also: potency is read from the fitted curve at half-maximal effect; % of control where 0% means no effect; nearly all actives have a fitted effect of over 65% in size
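AREc32 cells carrying an ARE-driven firefly luciferase, 1000 cells/well in OPTI-MEM with 5% FBS, dosed after overnight attachment and incubated 24 hr at 37 deg C. Steady-Glo luminescence read after 30 min at RT.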
ATXN2 expr inh = ATXN2 expression inhibition; HEK-293 ATXN2-luciferase reporter, luminescence, 24 h; Potency, µM (titrated, usually from 57 µM), inactives show at the top dose activity change, negative = inhibition, most hits filed as inhibitors; 360,000 tested, 0.72% active; also: potency is read from the fitted curve at half-maximal effect; % is scaled to controls: 0 for no effect and ±100 for the full control effect; nearly all actives have a fitted effect of over 55% in size
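ATXN2-luciferase reporter cells (luciferase flanked by upstream and downstream ATXN2 gene portions) were treated 24 h at 37 °C with compounds at up to 57 uM. SteadyGlo luminescence gave expression; GF-AFC fluorescence gave viability.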
HepG2 viability = HepG2 cytotoxicity, counter-screen for TGF-b inhibitors; HepG2 CAGA-GFP viability, ATP luminescence, 18 h; AID 588856; Potency, µM (doses to about 46.1 µM), for the others: top-dose activity change, negative = cytotoxicity, hits mostly cytotoxic; 410,000 tested, 0.76% active; also: potency is read from the fitted curve at half-maximal effect; some results filed as inactive show a strong effect at the top dose
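CellTiter-Glo luminescence gave cytotoxicity after 18 hours at 37 degrees C. The cells were HepG2 CAGA-GFP in 1% FBS DMEM, stimulated with 500 pg/mL TGF-beta after compound addition. %Activity was normalised to no-cell wells (complete cell-killing) and DMSO (no toxicity), and curves were fitted and classified.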
EPAC2 agonist = EPAC2 (human) agonism | Q8WZA2 | EPAC2 activation, biochemical qHTS; response scale: 100% = 6.5 mM cAMP response | Potency, µM (doses to about 154 µM), for inactives: at the top dose activation, most hits filed as activators | 360,000 tested, 0.079% active | AID 720711; also: potency is read from the fitted curve at half-maximal effect; nearly all actives have a fitted effect of over 50% in size
Target sequence (Q8WZA2 whole entry, looked up): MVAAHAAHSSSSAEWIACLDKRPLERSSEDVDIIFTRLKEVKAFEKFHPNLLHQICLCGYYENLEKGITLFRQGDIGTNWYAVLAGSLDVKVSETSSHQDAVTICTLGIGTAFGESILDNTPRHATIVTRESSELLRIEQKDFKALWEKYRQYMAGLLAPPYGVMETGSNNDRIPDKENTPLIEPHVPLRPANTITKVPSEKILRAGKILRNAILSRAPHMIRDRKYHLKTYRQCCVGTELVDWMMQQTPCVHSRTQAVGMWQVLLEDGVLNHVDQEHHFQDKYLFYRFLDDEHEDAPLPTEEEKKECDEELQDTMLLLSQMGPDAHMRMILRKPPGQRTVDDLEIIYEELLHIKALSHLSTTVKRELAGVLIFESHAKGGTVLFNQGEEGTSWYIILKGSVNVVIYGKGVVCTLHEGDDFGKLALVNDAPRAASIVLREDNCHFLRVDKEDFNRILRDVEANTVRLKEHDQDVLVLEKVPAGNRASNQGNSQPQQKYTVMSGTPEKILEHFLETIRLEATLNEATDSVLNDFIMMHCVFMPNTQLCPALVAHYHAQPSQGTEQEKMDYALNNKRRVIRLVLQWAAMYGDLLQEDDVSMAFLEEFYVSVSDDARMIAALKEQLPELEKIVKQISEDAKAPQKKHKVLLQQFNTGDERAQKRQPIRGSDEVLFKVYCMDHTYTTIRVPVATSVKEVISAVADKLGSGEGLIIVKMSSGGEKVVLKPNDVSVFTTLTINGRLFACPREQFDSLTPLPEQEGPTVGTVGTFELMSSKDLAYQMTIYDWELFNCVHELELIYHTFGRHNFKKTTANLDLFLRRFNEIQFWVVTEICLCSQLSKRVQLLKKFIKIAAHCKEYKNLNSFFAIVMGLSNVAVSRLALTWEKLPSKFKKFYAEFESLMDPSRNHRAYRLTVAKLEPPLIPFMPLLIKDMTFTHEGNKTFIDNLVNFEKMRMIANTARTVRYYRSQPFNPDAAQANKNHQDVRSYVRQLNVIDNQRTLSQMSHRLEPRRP
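Each well held 100 nM EPAC2, 250 nM RAP1B-BODIPY-GDP and 50 uM GDP. Fluorescence, read at 5-min intervals to 30 min, was referenced to a 6.5 mM cAMP positive control.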
IL-2 act = activators of IL-2; IL-2 activation reporter assay, cell-based qHTS; stimulated with anti-CD3/CD4/CD28 beads; in transgenic mouse T cells; activation, % (series mostly up to about 46 µM); 360,000 tested, 0.065% active; AID 652025; in the data active = activation above about 50%; inconclusive = mostly about 30% to 49%; also: 0% is about no effect
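EGFP and DsRed fluorescence is measured by plate cytometry in unstimulated transgenic mouse T cells exposed to compound for 60 minutes, then stimulated 18 hours at 37 degrees C with anti-CD3/anti-CD4 beads plus anti-CD28.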
S2 tox = reduces viability in counter-screen for ATXN expression inhibitors; S2 cells (HEK-293 line with an ATXN2-luciferase reporter) viability, CellTiter-Fluor protease fluorescence, 24 h; Potency, µM (highest dose often 56.7 µM), hits mostly cytotoxic; 400,000 tested, 0.49% active; AID 651635; also: potency is read from the fitted curve at half-maximal effect; nearly all actives have a fitted effect of over 40% in size
TGFb SMAD3 inh = blocks TGF-b signaling. HepG2 CAGA-GFP TGF-b/SMAD3 reporter, GFP fluorescence, 18 h; TGF-beta stimulated, 500 pg/mL final. Potency, µM (titrated, usually from 46.1 µM), for the others: at the highest dose activity, negative = inhibition, usual class: inhibitors. 410,000 tested, 1.2% active; also: potency is read from the fitted curve at half-maximal effect; % is scaled to controls: 0 for no effect and ±100 for the full control effect; nearly all actives have a fitted effect of over 65% in size
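HEPG2 CAGA-GFP reporter cells (1000/well, DMEM with 1% FBS) received compounds, then recombinant TGF-beta at 500 pg/mL final for 18 hours at 37 degrees C. Per-cell GFP summed per well was normalised to unstimulated and stimulated DMSO controls before curve fitting.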
A549 tox = counter-screen for Nrf2 inhibitors: cytotoxicity in A549 cells | A549 ARE-Fluc cells, CellTiter-Fluor viability, 18-24 h | Potency, µM (titrated, usually from 46 µM), for the others: at the highest dose activity change, negative = cytotoxicity, most hits filed as inhibitors | 390,000 tested, 0.16% active | AID 504648; also: potency is read from the fitted curve at half-maximal effect; % is scaled to controls: 0 for no effect and ±100 for the full control effect
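Cytotoxicity counterscreen: CellTiter-Fluor fluorescence was measured in A549 ARE_Fluc cells after 18-24 h of compound exposure in a concentration series. The subsequent BugLite luminescent read reports ARE-luciferase activity.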
Nrf2 block = blocks Nrf2 signaling; 360,000 tested, 2.1% active; Potency, µM (highest dose often 46 µM), without a hit: at the top dose activity change, negative = inhibition, usual class: inhibitors; A549 ARE-Fluc reporter, luciferase luminescence, 18-24 h; also: potency is read from the fitted curve at half-maximal effect; % is scaled to controls: 0 for no effect and ±100 for the full control effect; nearly all actives have a fitted effect of over 60% in size
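Cells were seeded and rested 2 h, then exposed to compounds for 18-24 h. CellTiter-Fluor was read first as a viability measure. BugLite was added 15 min before the final luminescent read of ARE-luciferase activity in A549 cells.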
* marks the source's active call; other numbers are inactive results; i = inactive; u = inconclusive; x = not tested or not shown; & = joins results of further samples; [ ] = remark or other dose. Unless noted, calls follow the shape of the dose curve; as a rule, active = well fitted curve in the direction sought with a large enough effect; inconclusive = small, poorly fitted or top-dose-only effect, or another doubt; inactive = no such curve, though single readings can be large; an effect the other way counts as inactive or inconclusive.

Second line of a record: Nrf2 ARE act	ATXN2 expr inh	HepG2 viability	EPAC2 agonist	IL-2 act	S2 tox	TGFb SMAD3 inh	A549 tox	Nrf2 block
O=C(CCCCn1c(=O)[nH]c2ccsc2c1=O)NCC1CCCO1 (configuration not stated)
    -0.8%	4%	5%	1%	-2.3	i	u	-9%	12%
CN(c1ccc(C(=O)N2CCOCC2)cc1)S(=O)(=O)c1ccc(Cl)cc1
    0.0%	-6%	-40%	-3%	-1.7	i	0%	-1%	u
CCOC(=O)C1=C(CSc2nc(-c3ccncc3)ccc2C#N)OC(N)=C(C#N)C1c1cccnc1 (configuration not stated)
    3.0%	1%	-18%	3%	-0.2	i	-4%	-1%	-11%
Cc1noc(C)c1C(=O)NC(C)C1CCCO1 (configuration not stated)
    0.1%	-2%	-2%	-9%	3.6	i	-10%	-6%	x
COCCN1CCN(C(=O)C2CCC(=O)N(CCCc3ccccc3)C2)CC1 (configuration not stated)
    0.1%	3%	-3%	3%	0.1	i	0%	0%	9%
CC(Oc1cccc(Cl)c1)C(=O)Nc1ccc(S(=O)(=O)NC2=NCCCCC2)cc1 (configuration not stated)
    0.0%	-5%	-22%	-2%	-0.9	i	-20%	-4%	-27%
O=C(Cn1c(NCCCO)nc2ccccc21)c1ccc(F)cc1
    1.9%	-12%	-1%	-9%	4.0	i	5%	-14%	-3%
O=S(=O)(Nc1cccc(-n2cnnn2)c1)c1ccccc1F
    6.1%	x	-19%	12%	0.8	i	-20%	0%	6%
CC(Sc1n[nH]c(N)n1)c1nc2scc(-c3cccs3)c2c(=O)[nH]1 (configuration not stated)
    3.2%	6%	-24%	6%	1.0	i	8%	-1%	x
CCOc1cc(C2NC(=S)NC(C)=C2C(=O)Nc2ccccc2)ccc1O (configuration not stated)
    0.2%	-3%	-10%	0%	-1.4	i	-3%	-10%	6%
O=C(CSc1nnc(SCc2ccccc2)s1)N/N=C/c1ccc(C(=O)O)cc1
    -0.5%	9%	-4%	-3%	2.0	i	2%	1%	-9%
O=C(c1ccc(=O)[nH]c1)N(Cc1ccco1)C1(C(=O)NC2CCCC2)CCCCC1
    0.4%	0%	-2%	2%	1.3	u	-12%	-14%	3%
CCOc1ccc(NC(C)c2cc(Cl)ccc2O)cc1 (configuration not stated)
    5.4%	-18%	-40%	-2%	-0.3	i	-17%	7%	14%
CCOC(=O)c1[nH]c2ccc(OC)cc2c1NC(=O)CCN1CCN(Cc2ccccc2)CC1
    -0.4%	-4%	-14%	-3%	-1.6	i	-15%	-1%	3%
COC(=O)c1sc(NC(=O)/C=C/c2ccc(C)cc2)nc1C
    -0.8%[9.22 µM]	2%	-1%	-5%	0.1	i	-7%	2%	9%

Profiles, looked up by structure. Values in the order: Nrf2 ARE act	ATXN2 expr inh	HepG2 viability	EPAC2 agonist	IL-2 act	S2 tox	TGFb SMAD3 inh	A549 tox	Nrf2 block
Results for `COCCN1CCN(C(=O)C2CCC(=O)N(CCCc3ccccc3)C2)CC1` (configuration not stated) → 0.1%	3%	-3%	3%	0.1	i	0%	0%	9%
Results for `CC(Sc1n[nH]c(N)n1)c1nc2scc(-c3cccs3)c2c(=O)[nH]1` (configuration not stated) → 3.2%	6%	-24%	6%	1.0	i	8%	-1%	x
Results for `O=C(c1ccc(=O)[nH]c1)N(Cc1ccco1)C1(C(=O)NC2CCCC2)CCCCC1` → 0.4%	0%	-2%	2%	1.3	u	-12%	-14%	3%
Results for `CCOC(=O)C1=C(CSc2nc(-c3ccncc3)ccc2C#N)OC(N)=C(C#N)C1c1cccnc1` (configuration not stated) → 3.0%	1%	-18%	3%	-0.2	i	-4%	-1%	-11%

Continuation:
Second line of a record: Nrf2 ARE act	ATXN2 expr inh	HepG2 viability	EPAC2 agonist	IL-2 act	S2 tox	TGFb SMAD3 inh	A549 tox	Nrf2 block
O=C(Cn1cnc2c(cnn2-c2ccccc2)c1=O)NC1CCCC1
    -0.6%	11%	-30%	3%	-4.2	u	-27%	-12%	15%
CC1CC(C)CN(S(=O)(=O)c2ccc(C(=O)NNC(=O)c3ccccc3F)cc2)C1 (configuration not stated)
    -0.4%	-15%	-41%	15%	1.9	i	-4%	0%	-3%
CCOc1ccc(-c2ccc(/C=C3/C(=N)N4C(C)=CSC4=NC3=O)o2)c([N+](=O)[O-])c1
    4.4%	-10%	-6%	-6%	-0.4	u	-29%	-14%	-2%
CC(SCC(=O)NC12CC3CC(CC(C3)C1)C2)C(=O)O (configuration not stated)
    -0.2%	1%	8%	3%	-0.6	i	-19%	-3%	-14%
COc1ccc(Cn2nnnc2CN(Cc2cc3cccc(C)c3[nH]c2=O)C2CCCC2)cc1
    3.7%	0%	0%	9%	-1.6	i	u	-15%	u
CC(C)(CNC(=O)CNC(=O)c1ccccc1F)N1CCOCC1
    2.6%	x	2%	12%	1.5	i	-5%	-1%	7%
CCOC(=O)c1c(C)nc2sc(C(=O)Nc3ccc(C(C)=O)cc3)c(N)c2c1-c1ccc(OC)cc1
    2.8%	-22%	-27%	-8%	-0.1	i	u	1%	u
COCCNC(=O)c1ccc(NC(C)=O)cc1
    -0.2%	-9%	-19%	2%	-1.4	i	2%	-12%	-14%
COc1ccc(C2CC(c3ccco3)n3ncnc3N2)cc1 (configuration not stated)
    -0.2%	-3%	-13%	8%	-2.0	i	-4%	11%	9%
CN(CC(=O)Nc1ccc(F)cc1)C(=O)CSc1nnc(Cc2ccccc2)o1
    -0.3%	-2%	0%	-6%	-0.5	u	-12%	-7%	-13%
OC(c1ccc(F)c(F)c1)c1nc(-c2ccncc2)cs1 (configuration not stated)
    2.7%[9.22 µM]	3%	-77%	3%	-0.7	i	-6%	x	x
O=C(COc1ncnc2cc(Cl)ccc12)c1ccccc1
    0.8%	-12%	-1%	4%	0.4	i	8%	-2%	13%
CC1(C)CC(=O)c2c(noc2-c2ccccc2)C1
    -0.1%	12%	0%	6%	-1.2	i	12%	-3%	-1%
COc1ccc(NC(=O)CSCC(=O)Nc2ccc(S(=O)(=O)N3CCCC3)cc2)cc1
    -0.5%	-3%	-24%	-6%	-1.8	i	10%	-6%	1%
O=C(Cn1c(=O)nc(-c2ccccc2)c2cc(Cl)ccc21)NCCCc1ccccc1
    5.9%	-24%	-24%	x	x	i	-10%	u	-9%

3 entries from above, arranged by the number in IL-2 act, lowest first:
mol	Nrf2 ARE act	EPAC2 agonist	IL-2 act
COc1ccc(C2CC(c3ccco3)n3ncnc3N2)cc1 (configuration not stated)	-0.2%	8%	-2.0
CCOc1ccc(-c2ccc(/C=C3/C(=N)N4C(C)=CSC4=NC3=O)o2)c([N+](=O)[O-])c1	4.4%	-6%	-0.4
CCOC(=O)c1c(C)nc2sc(C(=O)Nc3ccc(C(C)=O)cc3)c(N)c2c1-c1ccc(OC)cc1	2.8%	-8%	-0.1

(continued)
Second line of a record: Nrf2 ARE act	ATXN2 expr inh	HepG2 viability	EPAC2 agonist	IL-2 act	S2 tox	TGFb SMAD3 inh	A549 tox	Nrf2 block
N#CC1(C#N)CC(C=O)=C(N)C1(C#N)CC(=O)C12CC3CC(CC(C3)C1)C2 (configuration not stated)
    u	u	-65%	-3%	-0.3	u	u	-15%	u
COCCCNC(=O)c1cc2c(s1)CS(=O)(=O)C2
    -0.6%	-3%	0%	8%	-1.5	i	-5%	13%	2%
CCOC(=O)C1CCCN(C(=O)c2cccc3ccccc23)C1 (configuration not stated)
    -0.6%	3%	6%	5%	1.2	i	13%	4%	9%
Cn1c(=O)c2c(SCC(=O)Nc3ccccc3C(F)(F)F)nc(C3CCCC3)nc2n(C)c1=O
    0.1%	4%	9%	x	x	i	-12%	3%	x
O=C1C=C(c2cccc(Cl)c2O)C[C@@H](c2ccc(Cl)cc2)C1
    5.5%	0%	-12%	4%	0.2	i	u	2%	14%
COc1ccc(C(=O)Nc2noc3ccccc23)cc1
    -2.3%	x	-63%	x	x	x	x	-1%	u
Cc1cc(C)c2c(-n3cccc3)n[nH]c2n1
    2.7%	-5%	0%	-4%	-0.1	i	29%	15%	x
Cc1nnc(N/N=C\c2ccc(-c3cccc(C(=O)O)c3)o2)n1N
    -3.2%	u	7.1µM*	13%	1.7	i	10µM*	0%	-8%
O=c1[nH]cnc2c1ncn2[C@H]1CC[C@@H](CO)O1
    -0.8%	2%&-2%	15%&-3%	-1%	1.6	i	-1%&3%	-1%&-8%	28%&15%
Cc1ccc(C(=O)Nc2ccc3c(c2)nc(CCNC(=O)c2ccco2)n3C)cc1
    4.0%	29%	-2%	5%	-1.4	i	-6%	-4%	u
CCc1nnc(NS(=O)(=O)c2ccc(NC(=O)/C=C/c3ccccc3Cl)cc2)s1
    4.0%	-21%	-1%	-10%	1.1	i	-2%	1%	-3%
Cc1cnc(CNC(=O)C2(C)CCCN2CC(C)C)cn1 (configuration not stated)
    -0.3%	15%	11%	-3%	0.6	i	17%	x	x
CCc1cc2c(cc3c(=O)n(CC(=O)N4CCN(c5cc(Cl)ccc5C)CC4)ncn32)s1
    -0.1%	x	-3%	x	x	x	-34%	-1%	4%
COc1ccc(C)c2sc(NC(=O)C3CC3)nc12
    u	2%	-9%	-1%	-3.8	i	-4%	12%	6%
CS(=O)(=O)Nc1cccc(-c2ccc3nncn3c2)c1
    3.0%	11%	-10%	-3%	0.9	i	1%	x	x
O=C(CCCCn1c(=O)[nH]c2ccsc2c1=O)N1CCN(c2cccc(C(F)(F)F)c2)CC1
    -1.6%	u	-49%	x	x	u	10µM*	-8%	-9%[9.27 µM]
